Compound activity deposited in PubChem by several laboratories.
SKKanGAS inh: SKKanGAS growth inhibition; S. pyogenes SKKanGAS, kanamycin growth, BacTiter-Glo, 6 h; AID 1662; inhibition, % at 7.5 µM; 1.3% of 300,000 active;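 active = mean replicate score, as percent of positive control median, at least 50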;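 also: strain carries kanamycin resistance gene driven by streptokinase promoter and grows in 40 µg/ml kanamycin; loss of luminescence reflects streptokinase promoter inhibition or plain growth inhibition; 0% = median of DMSO wells and 100% = positive control at its reference dose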
HSF1 inh: HSF1 inhibition | NIH3T3-HGL HSE-luciferase, MG132-induced, luminescence 8 h; active compounds read low | activity change, negative = inhibition, % at 7.5 µM (by protocol) | 0.77% of 300,000 active | AID 2098;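 active = more than half of replicate wells show activity change below -50%, luminescence cut by over half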;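 also: luciferase reports HSF-1 transcriptional activity via heat shock element; 0% = median of DMSO wells and -100% = zero luminescence signal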
HIF activator: HIF pathway transcriptional activation; U2OS HRE-luciferase reporter, luminescence; normalized: DMSO 0%, desferrioxamine 100%; activation, % at 7.5 µM (by protocol); 0.32% of 300,000 active; AID 1910;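 active = mean activation of at least 10% of the iron chelator positive control signal, with at least half of replicates also reaching 10%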
aSyn UTR inh: MLPCN primary screen, SNCA 5' untranslated region | alpha-synuclein 5'UTR reporter, inhibitor activity | inhibition, % (tested at 7.5 µM) | 0.82% of 300,000 active | AID 1813; in the data active = inhibition above about 60%;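 also: H4 neuroglioblastoma cells stably carrying SNCA 5'UTR luciferase fusion; 0% = DMSO wells and 100% = positive control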
KLF5 inh: kruppel-like factor 5 inhibition | DLD-1 KLF5 promoter-luciferase reporter, luminescence | inhibition, % at 5 µM | 0.23% of 290,000 active;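 active = inhibition above a per-plate limit of that plate's mean compound inhibition plus 3 SD, cut at about 60% in these data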;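 also: 0% = DMSO wells and 100% = LY294002 at 200 µM; higher means less KLF5 promoter-driven luciferase light; inactives centre near -14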
IEC-6 cytotox: counter-screen for KLF5 inhibitors: cytotoxicity in IEC-6 cells; inhibition, % at 5 µM; 0.78% of 290,000 active; IEC-6 cytotoxicity, luminescence viability; in the data active = inhibition above about 22%;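 also: 0% = plate median of test compound wells and 100% = cytotoxic reference compound wells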
AI-2 QS mod: Vibrio harveyi AI-2 quorum sensing modulation; Vibrio harveyi JMH597 AI-2 luminescence/OD600 ratio, 9 h; active compounds read low; strain lacks LuxN and CqsS sensors; 0 = neutral-control median; activity change, % at 7.5 µM; AID 2094; 0.4% of 300,000 active; in the data active = activity change below about -75%, passing the limit was not always enough;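 also: luminescence divided by OD600 gain over 9 h not by final OD600 alone; inactives centre near 13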
Platelet DG rel: platelet dense granule release activity. human platelet-rich plasma, SFLLRN dense granule ATP release, luminescence. inhibition, %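 (compounds screened at 7.5 µM in platelet-rich plasma)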. 0.22% of 300,000 active. AID 1663;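 active = mean replicate score, as percent of positive control, at or above 50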
HSF1 activator: increases HSF-1 driven luciferase reporter signal. 1.7% of 300,000 active. NIH3T3-HGL HSF-1 luciferase reporter, MG132, 8 h; 100% = twice DMSO control signal. activation, % at 9 µM. AID 504408;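 active = mean replicate activation of at least 50% with a set share of replicates each reaching 50%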;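 also: 0% = median of the neutral control wells and 100% = twice that signal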
HSP90 inh: blocks HSP90-mediated luciferase refolding in reticulocyte lysate; Rabbit reticulocyte lysate, luciferase refolding luminescence, 3 h; inhibition, % at 5.6 µM; 0.91% of 290,000 active; AID 1789;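 active = inhibition above the screen-wide mean plus 3 SD, computed separately per campaign, cut at about 16% in these data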;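 also: 0% = DMSO wells and 100% = 60 µM geldanamycin wells; inhibitors lower the luminescence because luciferase stays unfolded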
* hit, by the source's call; . = no result given.

SMILES	SKKanGAS inh	HSF1 inh	HIF activator	aSyn UTR inh	KLF5 inh	IEC-6 cytotox	AI-2 QS mod	Platelet DG rel	HSF1 activator	HSP90 inh
O=c1c(Cc2ccc(F)cc2)c(O)ccn1CCc1cnc[nH]1	3	-1	0.5	13	15	5	7	4	-10	0
CCOC(=O)N1CCN(Cc2nnc(-c3ccccc3Cl)o2)CC1	1	5	1.5	-6	-31	4	15	2	-16	5
CN(/C(=N\S(=O)(=O)c1ccccc1)C(F)(F)F)c1ccccc1	1	-56*	0.1	-15	-26	1	19	-1	-64	1
Cc1ccc(C(=O)NC=C(Cl)Cl)cc1	0	3	-0.2	7	-32	4	37	-1	5	2
COc1ccc(S(=O)(=O)N(C)CC(=O)N2CCN(c3ccc(F)cc3)CC2)cc1OC	-7	4	0.6	-7	-14	1	11	0	-1	7
Cc1cc(N2CCN(c3ccccc3)CC2)n2nnnc2n1	-12	-7	-0.4	0	-24	-8	14	-3	4	-2
COc1ccc(CCC(=O)NCCc2ccc(OC)c(OC)c2)cc1	2	9	0.4	10	-16	1	-1	-3	-4	3
COc1ccc(S(=O)(=O)NNC(=O)c2cc3c4ccccc4n(C)c3s2)cc1	9	-2	-0.1	-15	4	2	6	-2	20	1
COc1cc(C(=O)NCC(=O)NCCN2C(=O)S/C(=C\c3ccc4c(c3)OCO4)C2=O)cc(OC)c1OC	-4	6	-0.3	-3	.	.	17	8	18	.
CC(OC(=O)c1ccc(Cl)c(S(=O)(=O)N2CCc3ccccc32)c1)C(=O)Nc1ncc(Cl)cc1Cl (stereo unspecified)	2	15	0.3	-16	-13	-8	18	-19	17	-4
CCOC(=O)CCCNC(=O)CSc1nnc(-c2ccccc2)c(-c2ccccc2)n1	10	-3	-0.1	5	-9	-7	26	3	8	0
CSc1cccc(NC(=O)CCS(=O)(=O)c2cccc3nonc23)c1	-1	-9	-0.5	7	-35	9	17	-8	-11	2
Cc1ccc(CNC(=O)C2CCN(S(=O)(=O)c3c(C)noc3C)CC2)cc1	8	-10	-0.5	1	-9	11	10	7	-20	0
COc1ccc2nc(Nc3nc(CSc4nnc(C)s4)cc(=O)[nH]3)nc(C)c2c1	-2	4	-0.6	9	-15	7	0	-9	13	2
CN=c1scc(-c2ccc([N+](=O)[O-])cc2)n1/N=C/c1ccco1	0	20	-0.2	-59	-117	-4	-4	-5	34	-9
Cc1ccc(S(N)(=O)=O)cc1NC(=O)C1CC2CCC1C2 (stereo unspecified)	2	-2	0.3	28	-7	-2	28	-9	-14	2
COCCOC(=O)c1c(C)oc2ccc(NS(=O)(=O)c3cccs3)cc12	8	8	0.0	12	17	-6	29	1	0	-3
Cn1c(SCc2nc(-c3ccc(Br)cc3)no2)nnc1-c1ccco1	0	20	-0.2	-4	-40	4	38	-4	15	-6
CCc1ccc2[nH]c(=O)c(CN(Cc3ccc(OC)cc3)Cc3nnnn3CCOC)cc2c1	-3	5	-0.3	1	-16	-2	28	-3	4	4
CCc1ccc(NC(=O)C2C3C=CC(C4CC34)C2C(=O)O)cc1 (stereo unspecified)	2	-22	-1.1	-74	-22	-1	27	4	-20	2
COCCN(C(=O)COC(=O)CSc1ccccc1)c1c(N)n(Cc2ccccc2)c(=O)[nH]c1=O	-3	-6	0.2	-1	.	.	24	1	-4	.
COc1ccc(C)cc1S(=O)(=O)Nc1ccc2c(c1)OCO2	7	1	-0.3	-8	13	1	5	2	1	3
Cc1nc(-c2ccccn2)nc(N2CCOCC2)c1Cl	0	-3	-0.2	8	-7	18	8	9	-8	5
CSC1=NCCN1C(=O)c1ccc2c(c1)OCO2	1	-29	-1.4	13	-4	1	20	0	-42	0
COc1cc(OC)c2c(-c3ccccc3)cc(=O)oc2c1C(CC(=O)N1CCCC1)c1ccc2c(c1)OCO2 (stereo unspecified)	27	15	-0.3	33	.	.	38	-2	5	.
SMILES	SKKanGAS inh	HSF1 inh	HIF activator	aSyn UTR inh	KLF5 inh	IEC-6 cytotox	AI-2 QS mod	Platelet DG rel	HSF1 activator	HSP90 inh
CC(=O)c1ccc(NC(=O)CN2CCN(c3ccccc3)CC2)cc1	-3	3	-26	11	-37	-2	5	-9	5	1
CN(CCC#N)Cc1cc(=O)oc2ccc3ccccc3c12	-8	-2	0.4	6	-17	0	35	-15	3	-3
COc1ccc(C(=O)OCc2nnc(-c3ccccc3)o2)cc1S(=O)(=O)N1CCOCC1	-3	-6	1.5	-24	.	.	1	10	5	.
Cc1cc(C)c2oc(C(=O)N(Cc3cccs3)C3CCS(=O)(=O)C3)cc(=O)c2c1 (stereo unspecified)	0	1	0.0	8	-23	2	20	7	-13	-3
N#CCCn1cc(C(=O)Nc2ccc(C(=O)O)cc2)c(-c2cccc(Br)c2)n1	0	-10	0.1	-7	-33	-1	13	-14	-7	-1
COC(=O)c1c(NC(=O)C2=COCCO2)sc(C)c1C	13	8	0.6	-11	.	.	21	-8	6	.
COc1ccc(NC(=O)N2CCC(n3cnc4ccccc43)CC2)cc1	2	-13	1.0	-18	-21	4	3	1	-1	-4
CCc1ccc(CCC(=O)Nc2ccc(OC)cc2)o1	-6	0	-40	-10	-16	-2	-69	-9	15	-1
O=C(c1ccco1)N1CCN(C(=O)c2cc3sccc3n2Cc2ccccc2)CC1	-4	6	-0.4	17	7	-1	1	5	6	2
CC(=O)O[C@@H]1[C@@]2(C)O[C@H]2CC[C@]23O[C@H]2[C@H](OC3=O)C2=C(C)C(=O)O[C@@]21O	3	-6	-0.4	-6	12	-2	16	1	-4	1
Cc1ccc(NC(=S)N(CCCN2CCOCC2)Cc2ccccn2)cc1Cl	-12	-3	0.1	12	-9	2	1	-12	3	0
CC(=O)c1c(C)oc2ccc(N(C(C)=O)S(=O)(=O)c3ccc(F)cc3C)cc12	13	1	0.1	6	-10	3	11	-7	-8	-4
Cc1ccc([N+](=O)[O-])cc1S(=O)(=O)Nc1ccc(-c2ccc(N3CCOCC3)nn2)cc1	9	3	1.7	-3	.	.	24	3	0	.
COc1cc(CCC(=O)OCC(=O)Nc2cccc(S(=O)(=O)N(C)C)c2)cc(OC)c1OC	2	2	-1.0	2	-36	2	11	3	-24	8
CCOC(=O)c1nn(-c2ccc(C)cc2)c(=O)cc1OCC(=O)Nc1cc(C)ccc1OC	8	-1	0.1	-6	.	.	2	13	31	.
O=C(COc1ccc(S(=O)(=O)N2CCOCC2)cc1)NCCN1CCOCC1	-2	-1	-0.2	-22	-29	0	23	-7	-19	-1
CC(=O)n1cc([C@H]2C=C(C(=O)N3CCN(Cc4ccc5c(c4)OCO5)CC3)O[C@@H](OCc3ccc(CO)cc3)C2)c2ccccc21	24	6	-3.3	41	9	6	4	-6	18	4
COc1cc2ccccc2cc1C(=O)N1CCN(C)CC1	4	-8	.	12	-31	0	26	-3	-2	2
O=C(N/C(=C\c1ccco1)C(=O)N1CCCC1)c1cccs1	3	.	.	.	-7	4	16	-7	.	-2
CCc1cc2c(CN3CCN(CC)CC3)cc(=O)oc2cc1O	-2	-8	-0.5	-8	1	-2	8	12	2	-2
O=C(NCCCN1CCCC1=O)c1ccc(OCc2ccccc2)cc1	-7	9	0.5	-27	-55	-1	15	3	-4	-3
O=C(COc1ccc(Cl)cc1Br)N1CCN(S(=O)(=O)c2ccccc2)CC1	4	-5	-1.0	24	2	-6	14	-2	7	-5
CC(C)Nc1nc(Cl)nc(N(C#N)CN2C(=O)c3ccccc3S2(=O)=O)n1	-17	83	-0.5	-22	-19	3	6	-9	118*	0
c1ccc(-c2nccnc2-c2ccccc2)cc1	-2	0	-0.8	0	-10	6	6	-4	-11	2
COc1ccc(N2C(=O)C(Cl)=C(NCc3ccccc3)C2=O)cc1	1	-2	0.0	-30	-8	-2	-6	7	11	-3

Rewritten with values under each structure: part of the list above.
Results follow in this order: SKKanGAS inh | HSF1 inh | HIF activator | aSyn UTR inh | KLF5 inh | IEC-6 cytotox | AI-2 QS mod | Platelet DG rel | HSF1 activator | HSP90 inh
CC(=O)c1ccc(NC(=O)CN2CCN(c3ccccc3)CC2)cc1
  -3 | 3 | -26 | 11 | -37 | -2 | 5 | -9 | 5 | 1
CN(CCC#N)Cc1cc(=O)oc2ccc3ccccc3c12
  -8 | -2 | 0.4 | 6 | -17 | 0 | 35 | -15 | 3 | -3
CC(=O)c1c(C)oc2ccc(N(C(C)=O)S(=O)(=O)c3ccc(F)cc3C)cc12
  13 | 1 | 0.1 | 6 | -10 | 3 | 11 | -7 | -8 | -4

More structures follow:
SMILES	SKKanGAS inh	HSF1 inh	HIF activator	aSyn UTR inh	KLF5 inh	IEC-6 cytotox	AI-2 QS mod	Platelet DG rel	HSF1 activator	HSP90 inh
Cc1cc(Nc2ccccc2Cl)nc(-c2ccccc2O)n1	0	11	-6.3	-15	-38	-9	-4	7	28	3
Cc1ccc(-n2ncc3c2CC(C)(C)CC3NC(=O)CCc2ccc(=O)[nH]n2)cc1 (stereo unspecified)	2	-5	0.5	-22	-11	5	.	13	-12	-2
Nc1cnccc1C(=O)O	13	-3	-0.2	-3	-33	-4	9	-2	9	0
Cc1nc(N2CCCCC2)sc1C(=O)c1cccc([N+](=O)[O-])c1	-11	-22	0.8	-13	-51	0	-6	-5	-25	7
COc1ccccc1/C=C/c1onc(C)c1S(=O)(=O)N1CCC(C(=O)NC(C)C)CC1	-1	3	-0.3	-24	-1	4	22	2	9	-5
CC(NC(=O)COc1cccnc1[N+](=O)[O-])c1ccc(F)cc1 (stereo unspecified)	1	-11	-0.5	-11	-3	0	14	18	-23	30*
COc1ccc(C(=O)N2CCOC2CNC(=O)C(=O)NCc2ccccc2Cl)cc1 (stereo unspecified)	-1	-5	0.0	7	-26	-8	12	-3	1	1
O=c1c(-c2ccc(Cl)cc2)cnc2n1CCS2	2	0	2.4	-83	-56	6	-4	-5	10	1
CCCCCc1nnc(NC(=O)Cc2ccc([N+](=O)[O-])cc2)s1	-6	-2	-1.0	-22	-26	1	8	-8	-3	1
CC(=O)Nc1ccc(NC(=O)c2cc(=O)c3cc(C)cc(C)c3o2)cc1	-5	-3	0.5	-61	5	3	6	-2	-8	-1
NC(=O)c1csc(-c2ccncc2)n1	1	-3	0.4	23	2	-2	16	-1	-7	-3
CC(C)Nc1nc(C#N)nc(NC(C)C)n1	-1	-11	-1.3	-6	-17	-4	10	-6	-2	-1
O=C(O)c1cccc(N/N=C/c2ccc(-c3ccccc3)cc2)c1	21	-34	-1.4	19	-134	-1	78	37	-44	28*
CC1(C)S/C(=N/N=C/c2cccs2)NC1=O	-2	-3	1.0	-37	-53	1	-13	-6	-19	16
CSc1nc(NCC(C)O)c2c3c(sc2n1)CN(C)CC3 (stereo unspecified)	3	-3	0.6	-12	-14	-5	11	8	0	3
N#CCCn1cc(C(=O)Nc2ccc([N+](=O)[O-])cc2)c(-c2cccs2)n1	-3	0	-0.5	-18	6	-4	15	-1	10	-1
Cc1ccc(CCNC(=O)CCn2c(=O)c3cccn3c3ccc(F)cc32)cc1	-2	9	0.7	-2	1	1	38	6	13	2
Cc1ccc(NS(=O)(=O)c2ccc3oc(=O)ccc3c2)cc1Cl	4	1	-0.7	23	-32	7	4	1	3	-1
O=C(NC1CCN(Cc2ccccc2)CC1)c1ccccc1OCc1ccccc1Cl	-5	-4	-0.7	6	19	12	17	6	-4	2
COc1nnc(-c2ccc(C)c(S(=O)(=O)NCC3CCCO3)c2)c2ccccc12 (stereo unspecified)	4	3	0.4	5	-2	-6	-1	1	11	-2
Nc1nc(-c2ccco2)nn1C(=O)c1ccccc1Cl	4	0	0.3	-16	7	-2	15	3	-10	1
